GRP78 ERSR act = induces the endoplasmic reticulum stress response in human glioma cells; U87-MG GRP78 promoter luciferase reporter, 16 h; Potency, µM, for the others: at the highest dose activation, most hits filed as activators; actives 0.02% (n = 420,000); AID 602332; further: potency means the concentration at half of the fitted maximal effect; series mostly up to about 76 µM; % of control where 0% means no effect; nearly all actives have a fitted effect of over 35% in size
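Stably transfected U87-MG human glioma cells carrying a GRP78-based luminescent sensor were seeded at 1000 cells/well, pin-dosed with compounds and incubated 16 h. Luciferase reagent was then added, and end-point luminescence was read after 10 min at room temperature.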
Vif-APOBEC3G blk = blocks the Vif interaction with human APOBEC3G; Q9HC16; HeLa A3G-eYFP + Vif (tagged APOBEC3G with the HIV-1 protein that degrades it), YFP fluorescence, overnight; Potency, µM (series often up to 46.1 µM), for the others: at the highest dose activity, negative = active, actives largely listed as inhibitors; actives 0.076% (n = 410,000); AID 602310;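 further: potency means the concentration at half of the fitted maximal effect; on the % scale 0 is the no-effect control and ±100 the full control effect; nearly all actives have a fitted effect of over 60% in size; hits raise eYFP signal because A3G escapes Vif-driven loss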
Target sequence (Q9HC16 whole entry, looked up): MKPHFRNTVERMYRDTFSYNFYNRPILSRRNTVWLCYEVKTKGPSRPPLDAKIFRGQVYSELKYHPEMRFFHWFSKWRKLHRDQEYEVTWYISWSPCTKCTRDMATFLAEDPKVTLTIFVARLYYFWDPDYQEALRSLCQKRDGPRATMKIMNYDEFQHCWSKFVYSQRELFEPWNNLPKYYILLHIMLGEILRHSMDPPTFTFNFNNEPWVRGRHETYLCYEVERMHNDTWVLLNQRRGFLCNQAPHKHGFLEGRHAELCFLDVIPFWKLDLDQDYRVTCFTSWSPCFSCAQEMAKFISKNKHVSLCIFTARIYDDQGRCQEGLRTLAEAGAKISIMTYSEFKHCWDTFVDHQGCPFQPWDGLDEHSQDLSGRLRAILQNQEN
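HeLa cells stably expressing Vif and C-terminally eYFP-tagged A3G, seeded overnight at 37 deg C, then exposed to compound by pintool overnight at 37 deg C. Rise in yellow fluorescence (Ex 488/Em 500-530, Acumen) marks blocked Vif-driven A3G degradation.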
RXFP1 agonist = activates the human relaxin receptor RXFP1; Q9HBX9; HEK293T-RXFP1 cAMP TR-FRET, 30 min; response scale: percent of porcine relaxin response, buffer zero; Potency, µM (highest dose often 57.5 µM), for inactives: at the top dose activation, most hits filed as activators; actives 0.3% (n = 370,000); AID 2676; further: potency means the concentration at half of the fitted maximal effect; on the % scale 0 is the no-effect control and ±100 the full control effect; nearly all actives have a fitted effect of over 60% in size; many of its hits are not listed in these tables
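HEK293 cells stably expressing RXFP1, treated 30 min at 37C with compounds plus PDE4 inhibitor Ro 20174; cAMP measured by HTRF TR-FRET. Normalized to buffer and 29 nM porcine relaxin; EC50 by Hill fit.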
D1 ag = human D1 receptor agonism; activation, % at 2 µM; P21728; HEK293 T-REx D1 cells, calcium flux, agonist mode; actives 1% (n = 360,000); AID 504660; in the data active means activation above about 30%; further: 0% is about no effect
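Tetracycline-induced HEK293 TREx D1 cells, force-coupled to calcium signalling, were dye-loaded with a no-wash calcium kit. Compound was pin-added after a 10 s baseline. Fluorescence was read kinetically at 1 cycle/s for 180 s, with calcium rises flagged as agonism.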
RXFP1 antag = RXFP1 (human) relaxin receptor antagonism. Q9HBX9. HEK293-RXFP1, relaxin-stimulated cAMP HTRF, 30 min; stronger effect = lower value. activity change, negative = inhibition, % at 57.5 µM. actives 0.59% (n = 350,000). AID 1259400;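 active means activity change of -60% or lower, but not beyond a set lower limit; inconclusive means change between -60% and -40%, or beyond the set limit; inactive means change above -40%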; further: on the % scale 0 is the no-effect control and ±100 the full control effect
D1 antagonist = human D1 dopamine receptor antagonism; AID 504652; actives 3.2% (n = 360,000); activity change, negative = inhibition, % at 10 µM; P21728; HEK293 TREx D1 cells, calcium flux, dopamine EC80; stronger effect = lower value; in the data active means activity change below about -30%; further: on the % scale 0 is the no-effect control and ±100 the full control effect
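Cells carrying a force-coupled, tetracycline-inducible human D1 receptor report calcium flux. Each well gets a 10 s baseline, compound with 180 s monitoring, then an EC80 dopamine stimulus with a second 180 s kinetic read.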
D2 potentiator = positive allosteric modulators of human D2 dopamine receptor; potentiation, % at 10 µM; P14416; HEK293 T-REx D2, calcium flux, EC20 dopamine potentiation; actives 0.34% (n = 340,000);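 active means potentiation over 3 SD above the plate norm, cut at about 30% in these data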; further: 0% is about no effect
Target sequence (P14416 whole entry, looked up): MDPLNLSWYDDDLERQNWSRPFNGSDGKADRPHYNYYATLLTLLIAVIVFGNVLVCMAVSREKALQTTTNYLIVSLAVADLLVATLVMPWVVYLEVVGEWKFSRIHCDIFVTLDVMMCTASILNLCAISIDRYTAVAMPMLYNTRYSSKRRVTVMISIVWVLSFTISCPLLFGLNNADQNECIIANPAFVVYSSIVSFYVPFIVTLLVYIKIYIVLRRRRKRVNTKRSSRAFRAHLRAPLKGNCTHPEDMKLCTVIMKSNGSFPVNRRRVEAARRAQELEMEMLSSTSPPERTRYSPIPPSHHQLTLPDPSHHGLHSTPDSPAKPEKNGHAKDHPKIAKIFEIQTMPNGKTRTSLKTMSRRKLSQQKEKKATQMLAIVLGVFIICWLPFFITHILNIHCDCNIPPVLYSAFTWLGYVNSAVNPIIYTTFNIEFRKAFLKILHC
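Cells plated with tetracycline inducer and held overnight at 30 C; calcium dye loaded 30–90 min at room temperature; baseline taken, compound added and read 180 s; EC20 dopamine then added and read 180 s.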
Vif-A3F inh = inhibitors of Vif-A3F interaction | Potency, µM (top dose mostly 46.1 µM), for inactives: top-dose activity, negative = active | HeLa A3F-eYFP + Vif (tagged APOBEC3F with the HIV-1 protein that degrades it), YFP fluorescence increase | actives 0.2% (n = 390,000); further: potency means the concentration at half of the fitted maximal effect; % of control where 0% means no effect; nearly all actives have a fitted effect of over 65% in size
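Fluorescence increase (Ex 488/Em 500-530) after overnight compound treatment at 37 deg C flags inhibition of Vif-driven A3F-eYFP loss in stable HeLa A3F-eYFP/Vif cells seeded overnight beforehand.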
D1 PAM = potentiators of human D1 dopamine receptor; HEK293 TREx D1 cells, calcium flux, dopamine EC20 potentiation; actives 0.036% (n = 360,000); AID 504651; P21728; potentiation, % at 10 µM; in the data active means potentiation above about 30%; further: 0% is about no effect
* = called active by the depositor; ? = inconclusive; . = not tested or not shown. Unless noted, the call rests on the fitted dose curve; in most records, active means well fitted curve in the direction sought with a large enough effect; inconclusive means small, poorly fitted or top-dose-only effect, or another doubt; inactive means no such curve, though single readings can be large; an effect the other way counts as inactive or inconclusive. Only part of the results is shown (hit frequency here may not be typical).

entry	smiles	GRP78 ERSR act	Vif-APOBEC3G blk	RXFP1 agonist	D1 ag	RXFP1 antag	D1 antagonist	D2 potentiator	Vif-A3F inh	D1 PAM
1	O=C(CSc1ccc2ccccc2c1)Nn1cnnc1	-1%	1%	2.5%	0	5	-15	8	-6%	1
2	COc1cccc(C(=O)COc2ccc3ccc(=O)oc3c2)c1	-1%	-4%	23%	1	-7	5	.	-4%	-1
3	COCCN(C(=O)c1ccc(COc2ccccc2)o1)c1c(N)n(CC(C)C)c(=O)[nH]c1=O	-4%	1%	0.9%	1	-2	-7	1	-14%	2
4	O=C(NCCc1c[nH]c2ccccc12)c1ccccc1	6%	0%	2.8%	0	8	-4	9	8%	-17
5	O=c1c2c(nc3nc[nH]n13)CCC2	-3%	-2%	0.9%	4	1	4	7	1%	-1
6	Cc1ccccc1/C=N/n1c(-c2ccccn2)n[nH]c1=S	-5%	0%	3.6%	1	1	-2	2	1%	-3
7	Cc1cccc(NC(=O)c2cc3ccccc3c(=O)o2)n1	6%	7%	.	.	-3	.	.	-2%	.
8	O=C(Cc1ccc(Cl)cc1)Nc1ccccc1C(=O)N1CCCC1	-5%	3%	0.4%	10	2	6	6	-1%	-4
9	COc1ccccc1-c1cc(C(=O)Nc2ccc(F)cc2F)no1	-2%	-2%	16%	6	-14	-1	5	-10%	-4
10	COc1ccc(NC(=O)CN(C)C(=O)c2cccc(S(=O)(=O)N3CC4(C)CC3CC(C)(C)C4)c2)cc1 (stereo not drawn)	-3%	3%	-0.1%	4	10	-11	3	?	-5
11	Cc1ccc(N(Cc2cc3cc(C)ccc3[nH]c2=O)S(=O)(=O)c2ccccc2)cc1	-1%	?	-0.7%	0	14	-3	2	-1%	1
12	Cc1cc(NC(=O)c2ccc3c(c2)C(=O)N(c2cccc(C)c2C)C3=O)no1	-7%	0%	-0.6%	3	-3	9	-1	-8%	-2
13	O=C(CSc1nnc(Cn2nnc(-c3ccccc3)n2)n1-c1ccccc1)Nc1ccccc1	1%	-4%	0.8%	3	12	-2	9	3%	-6
14	CCN(CC)CCCC(C)Nc1c2ccc(Cl)cc2nc2ccc(OC)cc12 (stereo not drawn)	?	.	3.2%	23	9	13	1	.	-2
15	O=C(CN1C(=O)c2cccc3cccc(c23)C1=O)NCCN1CCOCC1	-1%	2%	14µM*	1	3	-11	-7	4%	-2
16	CC(C)(CC(=O)O)CC(=O)N1CCCN(c2nc3ccc(Cl)cc3s2)CC1	-2%	2%	1.5%	1	-5	2	-4	13%	-3
17	CC1=C(C(=O)N(C)Cc2ccccc2)C2(CCC(C)CC2)OC1=O (stereo not drawn)	-1%	-1%	-0.2%	4	3	-3	-3	3%	-1
18	CC(C)c1ccc(CNn2cnnc2)cc1	-3%	0%	2.0%	1	-10	-16	4	-26%	0
19	Cc1cc(C)c(NC(=O)c2cc(C)nc3c2c(C)nn3-c2cccc(F)c2)c(C)c1	2%	-9%	5.3%	6	-4	7	3	1%	-2
20	CCCCn1nnc(NC(=S)NC(=O)c2cccs2)n1	1%	2%	-0.1%	1	-2	-10	0	1%	5
21	CC(C)c1ccc(NC2CCCN(C(=O)CN3C(=O)CSC3=O)C2)cc1 (stereo not drawn)	3%	1%	1.4%	1	2	-12	7	-8%	-4
22	O=C(Nc1ccc(C(F)(F)F)cc1)C1CCCN(c2cnccn2)C1 (stereo not drawn)	-1%	-2%	2.5%	1	-17	5	-5	0%	-2
23	CCOC(=O)C1CCCN(c2nc3c(C)cccn3c(=O)c2/C=C(\C#N)C(=O)NCc2ccco2)C1 (stereo not drawn)	4%	-1%	7.3%	0	5	14	-11	2%	1
24	Fc1ccc(OCCOCCN2CCCC2)cc1	-7%	-3%	.	.	2	.	.	-9%	.

Some of the entries so far, with one line to a screen:
22. O=C(Nc1ccc(C(F)(F)F)cc1)C1CCCN(c2cnccn2)C1 (stereo not drawn)
23. CCOC(=O)C1CCCN(c2nc3c(C)cccn3c(=O)c2/C=C(\C#N)C(=O)NCc2ccco2)C1 (stereo not drawn)
24. Fc1ccc(OCCOCCN2CCCC2)cc1
assay / compound	22	23	24
GRP78 ERSR act	-1%	4%	-7%
Vif-APOBEC3G blk	-2%	-1%	-3%
RXFP1 agonist	2.5%	7.3%	.
D1 ag	1	0	.
RXFP1 antag	-17	5	2
D1 antagonist	5	14	.
D2 potentiator	-5	-11	.
Vif-A3F inh	0%	2%	-9%
D1 PAM	-2	1	.

(further entries)
entry	smiles	GRP78 ERSR act	Vif-APOBEC3G blk	RXFP1 agonist	D1 ag	RXFP1 antag	D1 antagonist	D2 potentiator	Vif-A3F inh	D1 PAM
25	O=C(NCc1ccncc1)C(=O)Nc1nc2ccccc2s1	8%	0%	-1.3%	0	-14	-2	-5	1%	0
26	O=c1oc2ccc(Cl)cc2cc1-c1nc(-c2cccs2)no1	-1%	4%	0.8%	1	-15	-1	-5	-2%	1
27	Cc1ccc(C(=O)Nc2sc3c(c2C(=O)NCc2ccco2)CCCC3)cc1	10%	0%	1.1%	2	-9	-2	-10	-8%	-2
28	CCC(C)NC(=O)CSc1nc2ccsc2c(=O)n1-c1ccc(OC)cc1 (stereo not drawn)	-3%	3%	8.6%	0	2	9	-7	1%	-6
29	COC(=O)c1cc(CNC(=O)CC(C)c2ccccc2)ccc1OC (stereo not drawn)	-5%	1%	0.4%	3	-9	8	-15	-4%	-6
30	Cc1ccc(NC(=O)CN2C(=O)COc3ccc(S(=O)(=O)N4CCCCC4)cc32)cc1Cl	-1%	-18%	1.3%	4	-18	5	.	1%	-2
31	COC(=O)c1cnn(-c2ccccc2)c1-n1cccc1C=O	-1%	-1%	1.8%	5	-12	44	8	-8%	0
32	O=C(Nc1ccc2ccccc2c1)c1cccc2ccccc12	0%	-1%	.	.	-33	.	.	-4%	.
33	CC1CCC(NC(=O)c2cnccn2)CC1 (stereo not drawn)	1%	0%	0.3%	1	-7	-11	3	-1%	-6
34	COc1ccc([C@@H]2CC=C(C(=O)O)[C@H](c3ccccc3F)N2S(=O)(=O)c2ccccc2C)cc1	-4%	-2%	-0.1%	1	.	-4	3	0%	4
35	CCc1nc(C)cn1S(=O)(=O)c1ccc2c(c1)OCCO2	-7%	-3%	.	.	6	.	.	3%	.
36	COc1ccccc1/C=C1\SC(=S)N(CCC(=O)Nc2cccc(O)c2)C1=O	9%	-2%	0.8%	17	-3	-25	14	-17%	-4
37	Cc1nc(Nc2cnc(/C=C/c3cc(C(=O)Nc4cccc(C(F)(F)F)c4)ccc3C)cn2)cc(N2CCNCC2)n1	-12%	?	9.1%	0	.	-12	.	-19%	-6
38	CCNC(=O)COC(=O)/C=C/c1c(C)nn(Cc2cccc(OC)c2)c1Cl	-5%	-2%	-2.5%	6	3	-6	6	-36%	-6
39	C=CCN1C(=O)CSC1=Nc1cccc(O)c1	-4%	-1%	-0.1%	2	3	3	12	7%	-2
40	O=C(c1ccccc1Br)N(Cc1ccccc1F)C1CCS(=O)(=O)C1 (stereo not drawn)	0%	4%	-0.3%	2	-14	7	-9	-3%	-2
41	COc1ccc(NC(=O)C(NS(=O)(=O)c2cccc3nsnc23)C(C)C)cc1 (stereo not drawn)	1%	-2%	0.3%	-1	-7	9	-1	3%	2
42	CCOC(=O)c1cnc2cc(F)c(F)cc2c1Nc1ccccc1O	-2%	2%	1.2%	0	.	-3	4	0%	-1
43	CCOc1ccc(N2C(=O)CC(N(CCc3ccccc3)C(=O)/C=C/C(=O)O)C2=O)cc1 (stereo not drawn)	-5%	-6%	1.9%	3	-1	2	1	17%	-3
44	CCOc1ccc(Br)cc1S(=O)(=O)Nc1cccc(-c2ccc(OC)nn2)c1	-4%	1%	-1.5%	1	3	2	6	4%	-1
45	COC(=O)[C@H]1C[C@@H]1[C@H](NC(=O)[C@H]1C[C@@H]1[C@H](NC(=O)OCc1ccccc1)c1ccccc1)c1ccccc1	-1%	0%	-0.3%	7	.	-6	6	7%	-5
46	CCC1NC(=O)c2cccnc2-n2c1nc1ccc(OC)cc1c2=O (stereo not drawn)	-3%	-1%	.	.	-2	.	.	-12%	.
47	CC(=O)c1c(C)nn(CC(O)COc2ccc3c(c2)CCC3)c1C (stereo not drawn)	-3%	-1%	0.1%	1	-22	-8	13	-7%	-4
48	Cc1ccc(-n2ncc(C(=O)N3CCN(C4CCCCC4)CC3)c2C2CCN(C(=O)OC(C)(C)C)CC2)cc1C	-3%	1%	-1.6%	1	-3	3	4	1%	-7
49	CC1=C(C#N)C(c2cccnc2)C2=C(CCCC2=O)N1 (stereo not drawn)	-2%	-3%	3.9%	-1	2	0	-10	5%	-2
50	O=C(Nc1ccc(F)cc1)c1ccc(S(=O)(=O)NCc2cccnc2)cc1	0%	9%	0.3%	9	-10	-14	3	6%	.
51	CC/C=C(\NC(C)=O)c1ccccc1	-4%	-10%	-0.2%	-2	.	.	7	-5%	0
52	CC(C)(C)c1ccc(Cc2n[nH]c(=S)[nH]c2=O)cc1	-4%	1%	-1.7%	3	-23	-19	-7	-4%	-4
53	CSc1nc2ncc(C#N)cn2n1	0%	1%	4.1%	0	9	3	7	-14%	4
54	COC(C(=O)Nc1ccc(S(=O)(=O)Nc2ccc(F)cc2)cc1)c1ccccc1 (stereo not drawn)	-8%	-6%	-0.8%	22	-8	13	.	-8%	-8
55	Cc1ccc(NC(/C=C/N(C)C)=C/C(=O)C(F)(F)F)c(C)c1	-5%	5%	2.3%	1	-37	2	-7	-7%	-7
56	Cc1ccc(NC(=S)NNc2ncc(C(F)(F)F)cc2Cl)cc1	-12%	-5%	1.7%	4	12	-20	-10	1%	-5
57	CCn1c2ccccc2c2nc3cc(C(=O)O)ccc3nc21	2%	-16%	?	7	15	-20	2	-9%	6
58	Nc1nc(N)c(N=Nc2ccccc2)c(=O)[nH]1	1%	-7%	.	.	-3	.	.	4%	.
59	CCC(C)NC(=O)c1cc2c(=O)n(CC)c3ccccc3c2s1 (stereo not drawn)	2%	-10%	0.2%	2	5	4	-6	8%	-9
60	CCC(=O)N1CCc2cc(Br)cc(S(=O)(=O)N3CCCC(C(=O)NCc4ccc(C)cc4)C3)c21 (stereo not drawn)	-3%	1%	4.7%	4	.	-1	17	5%	-1
